Bioassay records deposited in PubChem by several laboratories.
NALP1 yeast inh – NALP1 inflammasome inhibitors in reconstituted yeast, colorimetric, S. cerevisiae, triplicate retest | inhibition, % at 10 µM | hit rate 0.61% among 280,000 | S. cerevisiae NALP1/ASC/caspase-1 growth, X-gal OD620, 72 h; in the data active = inhibition mostly above about 24%, no sharp cut-off; inactive = mostly below about 32%; note: some compounds called inactive have numbers as strong as hits
IDE inh – human IDE inhibitors in live cells, primary screen, fluorescence polarization, HEK cells, FAbetaB substrate. Insulin-degrading enzyme (Homo sapiens), P14735. FAbetaB cleavage. inhibition, % at 5.59 µM. hit rate 0.41% among 320,000. AID 434962, 2010;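 active = percent inhibition above the average of all tested compounds plus 3 SD, set per screening campaign, cut at about 16% in these data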;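 note: IDE supplied by intact live HEK cells; FP after avidin binding of uncleaved biotin substrate so inhibition keeps polarization high; 0% = DMSO wells and 100% = 60 µM reference IDE inhibitor Ii1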
Target sequence (P14735 whole entry, looked up): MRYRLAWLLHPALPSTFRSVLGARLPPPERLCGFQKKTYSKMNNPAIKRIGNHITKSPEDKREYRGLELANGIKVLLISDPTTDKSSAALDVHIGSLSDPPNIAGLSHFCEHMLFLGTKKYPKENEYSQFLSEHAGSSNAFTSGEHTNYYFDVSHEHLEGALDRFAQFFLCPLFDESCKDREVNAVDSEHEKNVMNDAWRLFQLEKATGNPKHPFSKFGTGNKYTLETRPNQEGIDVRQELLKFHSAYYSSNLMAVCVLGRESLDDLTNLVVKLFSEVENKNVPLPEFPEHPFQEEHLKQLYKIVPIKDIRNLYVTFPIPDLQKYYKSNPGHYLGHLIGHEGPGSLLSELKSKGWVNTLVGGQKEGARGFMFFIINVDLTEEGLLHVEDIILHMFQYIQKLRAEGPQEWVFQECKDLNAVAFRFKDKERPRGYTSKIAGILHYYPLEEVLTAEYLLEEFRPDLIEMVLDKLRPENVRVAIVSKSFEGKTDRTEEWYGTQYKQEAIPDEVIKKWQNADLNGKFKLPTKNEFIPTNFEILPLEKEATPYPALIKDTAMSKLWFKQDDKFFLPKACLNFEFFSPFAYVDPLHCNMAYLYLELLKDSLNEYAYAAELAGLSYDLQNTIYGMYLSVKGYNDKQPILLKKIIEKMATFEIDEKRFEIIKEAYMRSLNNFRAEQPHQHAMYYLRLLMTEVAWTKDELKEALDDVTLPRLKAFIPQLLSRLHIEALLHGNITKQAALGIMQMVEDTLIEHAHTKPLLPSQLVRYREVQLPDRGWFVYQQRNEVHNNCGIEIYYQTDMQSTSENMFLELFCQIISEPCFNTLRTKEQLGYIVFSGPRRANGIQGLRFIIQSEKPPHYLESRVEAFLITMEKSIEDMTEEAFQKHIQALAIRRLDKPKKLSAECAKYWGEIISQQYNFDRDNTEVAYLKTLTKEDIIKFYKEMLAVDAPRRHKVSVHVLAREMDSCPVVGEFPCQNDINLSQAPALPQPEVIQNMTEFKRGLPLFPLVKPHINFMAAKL
UBC9 SUMO inh – inhibitors of in vitro SUMOylation cascade, primary screen, biochemical, HTRF, uHTS; AID 2006, 2009; inhibition, % at 35 µM; HTRF SUMOylation assay, SAE1/SAE2 + UBC9; hit rate 0.36% among 290,000; in the data active = inhibition above about 50%, passing the limit was not always enough; note: strong numbers were not always called active
MEKK2 mut-MEK5 – MEK5 binding signal on mutant MEKK2 PB1, primary screen, biochemical, multiplex bead flow cytometry, Alexa488-MEK5 | Alexa488-MEK5 binding to MEKK2 mutant | percent response, % at 10 µM | hit rate 0.35% among 290,000; in the data active = percent response above about 24%, passing the limit was not always enough; note: inactives centre near 1; some results filed as inactive read as strong as hits; reference of the scale not given here
MEKK3 PB1 HTS – modulators of MEKK3-MEK5 PB1 binding, primary screen, biochemical, wildtype MEKK3, multiplex bead flow cytometry, Alexa488-MEK5; bead-based flow cytometry, Alexa488-MEK5 binding to MEKK3; actives lie on both sides; 0 = blocked by unlabeled MEK5, 100 = vehicle; hit rate 1.4% among 290,000; binding response (% of control), % at 10 µM; Mitogen-activated protein kinase kinase kinase 3 (Homo sapiens), Q99759;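 active = binding response more than 3 SD above or below the average of its plate-row segment, actives on both sides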;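 note: Alexa488 bead fluorescence after subtracting the streptavidin-only scavenger bead signal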
MEKK2 WT-MEK5 – modulators of MEK5 binding to wildtype MEKK2, primary screen, biochemical, multiplex bead flow cytometry, Alexa488-MEK5; AID 1531, 2009; Alexa488-MEK5 binding to MEKK2 WT; actives lie on both sides; Mitogen-activated protein kinase kinase kinase 2 (Homo sapiens), Q9Y2U5; binding response (% of control), % at 10 µM; hit rate 1.1% among 290,000; in the data active = binding response below about 67% or above about 130%
IDE act – human IDE activators in live cells, primary screen, fluorescence polarization, HEK cells, FAbeta-B substrate | Insulin-degrading enzyme (Homo sapiens), P14735 | FAbeta-B cleavage; 0% vehicle, 100% cell-free pure enzyme wells | activation, % at 5.96 µM | hit rate 0.073% among 340,000;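 active = activation above the mean of all tested compounds plus 3 SD, set per screening campaign, cut at about 17% in these data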
PfM18AAP inh – PfM18AAP inhibitors, malaria aminopeptidase, primary screen, biochemical, QFRET, recombinant enzyme | M18 aspartyl aminopeptidase (Plasmodium falciparum 3D7) | H-Glu-NHMec fluorogenic cleavage | inhibition, % at 7.35 µM | hit rate 1.2% among 290,000 | AID 1822, 2009;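 active = inhibition above the campaign mean inhibition over all tested compounds plus 3 SD, cut at about 28% in these data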;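 note: 0% = plate median of test compound wells and 100% = 2 mM ZnCl2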
pCIP destab – p/CIP-EGFP fusion destabilizers, primary screen, fluorescence, F442A cells; Q05BA5; 16 h; decrease of EGFP signal, % at 10 µM; hit rate 0.01% among 290,000; AID 1984, 2009;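 active = EGFP signal decrease of at least 30% at 10 µM or well 3 SD below plate mean, unless failing retest; inactive = the rest, including hits failing retest or dose response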; note: some compounds called inactive have numbers as strong as hits; many of its hits are not listed in these tables
The depositor's hits bear a star. A portion of the library, so the mix of outcomes need not match the whole.

CCNC(=S)NNC(=O)c1csc2c1CCC(C)C2 (stereo not given) was read as NALP1 yeast inh 20, IDE inh -1, UBC9 SUMO inh -14, MEKK2 mut-MEK5 7, MEKK3 PB1 HTS 107, MEKK2 WT-MEK5 107, IDE act -3, PfM18AAP inh -1 and pCIP destab 2.
O=C(N/N=C/c1ccc(C(=O)O)cc1)C1=NNC(c2ccccc2)(c2ccccc2)C1 was read as NALP1 yeast inh 7, IDE inh -5, UBC9 SUMO inh 10, MEKK2 mut-MEK5 -16, MEKK3 PB1 HTS 101, MEKK2 WT-MEK5 78, IDE act -2, PfM18AAP inh -2 and pCIP destab 22.
Screening CCOc1c2ccc(C(=O)NCc3ccc(C)cc3)cc2nn1CCOC returned NALP1 yeast inh 4, IDE inh 6, UBC9 SUMO inh 30, MEKK2 mut-MEK5 4, MEKK3 PB1 HTS 106, MEKK2 WT-MEK5 106, IDE act -3, PfM18AAP inh -3 and pCIP destab -1.
`COC(=O)N/N=C/c1ccc(-c2ccc(Cl)c(Cl)c2)o1` gave NALP1 yeast inh 19, IDE inh 0, UBC9 SUMO inh 19, MEKK2 mut-MEK5 17, MEKK3 PB1 HTS 99, MEKK2 WT-MEK5 83, IDE act -1, PfM18AAP inh 4 and pCIP destab -21.
Screening Cc1c(OCC(=O)C(C)(C)C)ccc2c3c(c(=O)oc12)CCCC3 returned NALP1 yeast inh 9, IDE inh -4, UBC9 SUMO inh 2, MEKK2 mut-MEK5 5, MEKK3 PB1 HTS 108, MEKK2 WT-MEK5 112, IDE act 2, PfM18AAP inh 2 and pCIP destab -7.
`CCn1nc(C)c(CN2CCC(n3nccc3NC(=O)c3ccc4c(c3)OCO4)CC2)c1C` gave NALP1 yeast inh 1, IDE inh 3, UBC9 SUMO inh 2, MEKK2 mut-MEK5 11, MEKK3 PB1 HTS 104, MEKK2 WT-MEK5 109, IDE act -3, PfM18AAP inh 1 and pCIP destab -9.
Cc1cc(C)n(-c2ccc(C(=O)O)cc2)n1 was read as NALP1 yeast inh 11, IDE inh -3, UBC9 SUMO inh 16, MEKK2 mut-MEK5 -1, MEKK3 PB1 HTS 108, MEKK2 WT-MEK5 108, IDE act 2, PfM18AAP inh 4 and pCIP destab -6.
For CCN(CC)c1nc2c(c(=O)[nH]c(=O)n2C)n1CCCc1ccccc1 the results were NALP1 yeast inh 0, IDE inh 2, UBC9 SUMO inh 9, MEKK2 mut-MEK5 5, MEKK3 PB1 HTS 113, MEKK2 WT-MEK5 110, IDE act 5, PfM18AAP inh 0 and pCIP destab -6.
For O=[N+]([O-])c1ccc(/C=N\N2CCN(c3ccc(Cl)cc3)CC2)cc1 the results were NALP1 yeast inh 19, IDE inh 0, UBC9 SUMO inh 29, MEKK2 mut-MEK5 8, MEKK3 PB1 HTS 103, MEKK2 WT-MEK5 105, IDE act -2, PfM18AAP inh 8 and pCIP destab 0.
C=C(C)C(=O)Oc1ccc(N2C(=O)CCC2=O)cc1 was read as IDE inh -2, UBC9 SUMO inh 2, MEKK2 mut-MEK5 -6, MEKK3 PB1 HTS 78, MEKK2 WT-MEK5 84, IDE act 2, PfM18AAP inh -3 and pCIP destab 6.
Screening COc1cc(/C=C(/C#N)C(=O)NCCc2c[nH]c3ccccc23)ccc1OCc1ccccc1F returned NALP1 yeast inh 20, IDE inh 2, UBC9 SUMO inh 13, MEKK2 mut-MEK5 4, MEKK3 PB1 HTS 104, MEKK2 WT-MEK5 106, IDE act 3, PfM18AAP inh -3 and pCIP destab -36.
Screening C=CCn1cc(CN2CCC(C(=O)Nc3cccc(-c4cccc(F)c4)c3)CC2)c(C)n1 returned NALP1 yeast inh 32, IDE inh 0, UBC9 SUMO inh 16, MEKK2 mut-MEK5 16, MEKK3 PB1 HTS 105, MEKK2 WT-MEK5 135*, IDE act 1, PfM18AAP inh -5 and pCIP destab -16.
CC(C)c1ccc(S(=O)(=O)N2CCN(C(=O)c3cc(-c4ccccc4)n[nH]3)CC2)cc1 was read as NALP1 yeast inh 13, IDE inh -1, UBC9 SUMO inh 0, MEKK2 mut-MEK5 0, MEKK3 PB1 HTS 100, MEKK2 WT-MEK5 93, IDE act 3, PfM18AAP inh 8 and pCIP destab 1.
`CCOC(=O)c1cc(NC(=O)CCC(=O)O)ccc1N1CCCCC1` gave NALP1 yeast inh 32, IDE inh 0, UBC9 SUMO inh 10, MEKK2 mut-MEK5 -1, MEKK3 PB1 HTS 96, MEKK2 WT-MEK5 99, IDE act 3, PfM18AAP inh -11 and pCIP destab -10.
CCOC(=O)N1CCN(S(=O)(=O)c2ccc(C(=O)N(CCN(C)C)c3nc4ccc(CC)cc4s3)cc2)CC1 was read as NALP1 yeast inh 9, IDE inh 3, UBC9 SUMO inh 6, MEKK2 mut-MEK5 16, MEKK3 PB1 HTS 106, MEKK2 WT-MEK5 136*, IDE act 3, PfM18AAP inh 1 and pCIP destab -5.
For O=C(CN1C(=O)NC2(CCOc3ccccc32)C1=O)NCC(F)(F)F (stereo not given) the results were NALP1 yeast inh 7, IDE inh 1, UBC9 SUMO inh -4, MEKK2 mut-MEK5 0, MEKK3 PB1 HTS 100, MEKK2 WT-MEK5 98, IDE act 1, PfM18AAP inh -15 and pCIP destab -3.
`CN1C(C(=O)Nc2ccc(OC(F)(F)F)cc2)=CC(c2ccco2)=NS1(=O)=O` gave NALP1 yeast inh 30, IDE inh -4, MEKK2 mut-MEK5 0, MEKK3 PB1 HTS 102, MEKK2 WT-MEK5 103, IDE act 0, PfM18AAP inh 2 and pCIP destab -3.
Screening COc1ccc(NC(=O)/C=C/c2ccco2)cn1 returned NALP1 yeast inh 21, IDE inh 13, UBC9 SUMO inh 30, MEKK2 mut-MEK5 -1, MEKK3 PB1 HTS 102, MEKK2 WT-MEK5 95, IDE act 5, PfM18AAP inh -25 and pCIP destab -2.
Screening CCOC(=O)c1nn(-c2cccc(Cl)c2)c2nc(CC(C)C)c(C#N)c(=O)n12 returned NALP1 yeast inh 2, IDE inh 1, UBC9 SUMO inh -5, MEKK2 mut-MEK5 5, MEKK3 PB1 HTS 110, MEKK2 WT-MEK5 92, IDE act 0, PfM18AAP inh 0 and pCIP destab 0.
CC1CCN(c2nc3c(c(=O)n(C)c(=O)n3C)n2CCSc2nc3ccccc3s2)CC1 was read as NALP1 yeast inh 7, IDE inh -6, UBC9 SUMO inh 16, MEKK2 mut-MEK5 3, MEKK3 PB1 HTS 105, MEKK2 WT-MEK5 109, IDE act -3, PfM18AAP inh -4 and pCIP destab -11.
c1ccc(Cn2c(SCc3cn4cccnc4n3)nnc2-c2ccco2)cc1 was read as NALP1 yeast inh 9, IDE inh 0, UBC9 SUMO inh 6, MEKK2 mut-MEK5 6, MEKK3 PB1 HTS 108, MEKK2 WT-MEK5 107, IDE act -1, PfM18AAP inh -8 and pCIP destab -16.
`CN(C)c1ccc(/C=N/NC(=O)c2cccc(N3CCCC3=O)c2)cc1` gave NALP1 yeast inh 22, IDE inh -2, UBC9 SUMO inh 21, MEKK2 mut-MEK5 -4, MEKK3 PB1 HTS 83, MEKK2 WT-MEK5 87, IDE act -1, PfM18AAP inh -4 and pCIP destab -11.
For CC(CO)Nc1nc(SCc2ccccc2)nc2sc3c(c12)CCC3 (stereo not given) the results were NALP1 yeast inh 1, IDE inh -2, UBC9 SUMO inh -21, MEKK2 mut-MEK5 -2, MEKK3 PB1 HTS 98, MEKK2 WT-MEK5 97, IDE act 4, PfM18AAP inh 4 and pCIP destab -10.
C/C(=C1/SC(N2CCCC2)=NC1=O)c1ccc(Br)cc1 was read as NALP1 yeast inh 12, IDE inh 3, UBC9 SUMO inh -2, MEKK2 mut-MEK5 8, MEKK3 PB1 HTS 101, MEKK2 WT-MEK5 100, IDE act -2, PfM18AAP inh 1 and pCIP destab -12.
Screening C/C=C(\C)C(=O)NCCN1C2=NC[C@H](Cc3ccccc3)N2C[C@@H]1Cc1ccc(OC)cc1 returned IDE inh -1, MEKK2 mut-MEK5 16, MEKK3 PB1 HTS 109, MEKK2 WT-MEK5 153* and IDE act 1.
For Cc1ccc(NC(=O)C[n+]2ccccc2)cc1C the results were NALP1 yeast inh 7, IDE inh 6, UBC9 SUMO inh 8, MEKK2 mut-MEK5 9, MEKK3 PB1 HTS 103, MEKK2 WT-MEK5 108, IDE act -1, PfM18AAP inh -4 and pCIP destab 1.
Screening Cc1ccc(S(=O)(=O)NC(C)C(=O)NC2CCCCCC2)cc1 (stereo not given) returned NALP1 yeast inh 25, IDE inh -8, UBC9 SUMO inh -6, MEKK2 mut-MEK5 9, MEKK3 PB1 HTS 105, MEKK2 WT-MEK5 108, IDE act 3, PfM18AAP inh -4 and pCIP destab -24.
Cc1ccc(O)c(C(=O)c2cnc3c(c2)CN(C)C(=O)N3)c1 was read as NALP1 yeast inh 1, IDE inh 3, UBC9 SUMO inh 12, MEKK2 mut-MEK5 -1, MEKK3 PB1 HTS 97, MEKK2 WT-MEK5 99, IDE act 6, PfM18AAP inh -16 and pCIP destab -14.
COc1cc(/C=C(\C#N)C(=O)NCC2CCCO2)ccc1OCCC(C)C (stereo not given) was read as NALP1 yeast inh 9, IDE inh -1, UBC9 SUMO inh 15, MEKK2 mut-MEK5 -1, MEKK3 PB1 HTS 102, MEKK2 WT-MEK5 101, IDE act 6, PfM18AAP inh -5 and pCIP destab -5.
For CNS(=O)(=O)c1ccc(NCC2COc3ccccc3O2)c([N+](=O)[O-])c1 (stereo not given) the results were IDE inh 6, UBC9 SUMO inh -5, MEKK2 mut-MEK5 -1, MEKK3 PB1 HTS 133*, MEKK2 WT-MEK5 103, IDE act 4, PfM18AAP inh 0 and pCIP destab 4.
For Cc1cc(C)cc(Nc2ncnc3nc[nH]c23)c1 the results were IDE inh 4, UBC9 SUMO inh 5, MEKK2 mut-MEK5 0, MEKK3 PB1 HTS 110, MEKK2 WT-MEK5 110, IDE act 5, PfM18AAP inh 0 and pCIP destab 0.
N#CC1=C(SCC(=O)Nc2ccccc2)NC(=O)CC1c1ccco1 (stereo not given) was read as IDE inh -9, MEKK2 mut-MEK5 -4, MEKK3 PB1 HTS 103, MEKK2 WT-MEK5 108, IDE act 1 and PfM18AAP inh 18.
Screening COCCNC(=O)c1ccccc1NS(=O)(=O)c1ccc(Br)s1 returned NALP1 yeast inh 7, IDE inh -1, UBC9 SUMO inh 2, MEKK2 mut-MEK5 6, MEKK3 PB1 HTS 100, MEKK2 WT-MEK5 105, IDE act -1, PfM18AAP inh -5 and pCIP destab 0.
`O=S(=O)(c1ccccc1)N(Cc1ccc(Cl)cc1)c1ccncc1` gave NALP1 yeast inh 28, IDE inh 1, UBC9 SUMO inh 9, MEKK2 mut-MEK5 -2, MEKK3 PB1 HTS 101, MEKK2 WT-MEK5 91, IDE act 5, PfM18AAP inh 4 and pCIP destab -12.
